# proCasp7 act – procaspase-7 activators, primary screen, counter-screen for procaspase-3 activator project, biochemical, absorbance, HTS, human; Caspase-7 (Homo sapiens), P55210; recombinant procaspase-7, Ac-DEVD-pNA absorbance 405 nm; D23A/D198A/D206A triple mutant, cannot self-cleave; scale: DMSO 0, 5 µM enzyme 100; activation, % at 8.5 µM; 330,000 compounds, 0.093% hits; AID 463210, 2010;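 active = percent activation above the screen-wide mean plus 3 SD, cut at about 25% in these data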
# Target sequence (P55210 whole entry D23A/D198A/D206A): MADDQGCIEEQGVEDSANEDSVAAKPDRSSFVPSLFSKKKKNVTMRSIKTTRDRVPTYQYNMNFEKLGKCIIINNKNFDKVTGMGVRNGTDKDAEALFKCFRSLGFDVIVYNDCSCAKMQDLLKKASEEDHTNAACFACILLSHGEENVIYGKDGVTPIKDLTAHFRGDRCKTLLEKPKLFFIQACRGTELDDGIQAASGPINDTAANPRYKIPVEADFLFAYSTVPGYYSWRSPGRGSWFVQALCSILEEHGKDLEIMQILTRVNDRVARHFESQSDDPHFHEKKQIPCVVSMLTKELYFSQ
#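 Assay system: Uncleavable procaspase-7 mutant enzyme; Input: 2 µM procaspase-7 mutant as dispensed; Also added: DEVD-pNA substrate; Medium: Zinc-free HEPES pH 7.4 with 300 mM NaCl, 0.01% Triton X-100; Timing: 1 h compound preincubation, 2 h substrate cleavage, 25 °C; Measured by: Epi-absorbance of released pNA at 405 nm, two timepoints.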
# procasp3 activ – activators of human procaspase-3 D3A mutant, primary screen, biochemical, absorbance, PC-3 D3A mutant, single concentration. activation, % at 8.5 µM. AID 463141, 2010. 330,000 compounds, 0.11% hits. recombinant procaspase-3 D3A, Ac-DEVD-pNA absorbance 405 nm;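 active = activation above the mean of all tested compounds plus 3 SD, cut at about 21% in these data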;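 note: 0% = DMSO alone and 100% = DMSO wells spiked with extra 5 µM PC-3 D3A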
# Target sequence (P42574 whole entry D9A/D28A/D175A): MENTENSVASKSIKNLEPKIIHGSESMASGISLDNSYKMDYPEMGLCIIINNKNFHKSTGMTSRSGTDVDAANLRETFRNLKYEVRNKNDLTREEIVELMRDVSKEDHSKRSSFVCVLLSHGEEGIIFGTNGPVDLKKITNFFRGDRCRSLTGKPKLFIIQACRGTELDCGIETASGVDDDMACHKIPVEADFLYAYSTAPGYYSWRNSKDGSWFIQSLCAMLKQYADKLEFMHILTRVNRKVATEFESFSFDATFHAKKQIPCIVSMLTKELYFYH
#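 assay system = Procaspase-3 D3A mutant | signal = absorbance at 405 nm, 0 and 120 min | times = 1 h preincubation plus 2 h reaction at 25 °C | repeats = single replicate | read-out = % activation between DMSO and enzyme-spiked controls | medium = Zinc-free HEPES saline buffer with Triton X-100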
# AHR activator – AHR activators, primary screen, cell-based, luminescence, luciferase reporter, human; Aryl hydrocarbon receptor (Homo sapiens), P35869; AHR-responsive luciferase reporter cells; activation, % at 5 µM; 320,000 compounds, 2.5% hits; AID 2796, 2010; in the data active = activation above about 47%;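 note: 0% = vehicle wells and 100% = reference agonist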
# PP5 inh – PP5 phosphatase inhibitors, primary screen, biochemical, fluorescence; purified PP5c, OMFP substrate fluorescence; inhibition, % at 6.7 µM; 320,000 compounds, 0.18% hits; AID 1987, 2009;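 active = inhibition above the campaign's mean inhibition across all tested compounds plus 3 SD, cut at about 9.5% in these data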;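 note: 0% = DMSO only and 100% = 100 µM cantharidin control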
# core dimer inh – inhibitors of HCV core protein dimerization, primary screen, biochemical, TR-FRET, high-throughput; 300,000 compounds, 0.33% hits; inhibition, % at 5 µM; TR-FRET GST/Flag-core106 dimerization, 1536-well;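 active = inhibition above the mean of all tested compounds plus 3 SD, set per screening campaign, cut at about 45% in these data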
#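 Assay system: tagged HCV core106 pair (GST and Flag); medium: KF-containing HEPES buffer, pH 7.45, DTT, CHAPS, BSA; also added: Eu donor and XL665 acceptor anti-tag antibodies; dosing: 5 µM single dose; timing: compound-protein-antibody incubation 4 h at 22.5 °C; signal: TR-FRET 671 and 617 nm emission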
# TPT1 inhibitor – Candida albicans TPT1 enzyme inhibitors, primary screen, biochemical, fluorescence polarization; tRNA 2'-phosphotransferase TPT1 (Candida albicans SC5314); recombinant caTPT1, FP RNA substrate dephosphorylation; 300,000 compounds, 0.81% hits; inhibition, % at 5 µM; AID 1962, 2009;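 active = inhibition above the mean of all tested compounds plus 3 SD, set per screening campaign, cut at about 24% in these data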;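 note: plate controls were DMSO alone for no effect and ferristatin control at 100 nM for full effect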
# PP1 counter – PP1-alpha phosphatase inhibitors, primary screen, counter-screen for PP5 inhibitor project, biochemical, fluorescence, OMFP substrate, single point; Serine/threonine-protein phosphatase PP1-alpha catalytic subunit (Homo sapiens), P62136; AID 2235, 2010; purified PP1alpha; 320,000 compounds, 0.9% hits; inhibition, % at 6.7 µM;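 active = inhibition above the mean inhibition of all tested compounds plus 3 SD, computed separately for each screening campaign, cut at about 15% in these data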
# Target sequence (P62136 whole entry, looked up): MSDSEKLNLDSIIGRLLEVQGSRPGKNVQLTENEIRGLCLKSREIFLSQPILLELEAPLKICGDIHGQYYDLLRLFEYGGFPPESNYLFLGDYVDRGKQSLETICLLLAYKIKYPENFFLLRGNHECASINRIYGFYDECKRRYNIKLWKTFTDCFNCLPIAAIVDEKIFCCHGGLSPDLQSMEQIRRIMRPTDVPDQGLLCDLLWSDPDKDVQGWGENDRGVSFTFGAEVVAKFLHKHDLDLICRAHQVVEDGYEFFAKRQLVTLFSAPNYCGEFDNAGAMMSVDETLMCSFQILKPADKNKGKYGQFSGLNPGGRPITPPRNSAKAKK
# Fh CTSL1 inh – Fasciola hepatica cathepsin L1 inhibitors, primary screen, counter-screen for PFM18AAP inhibitor project, biochemical, QFRET, fluorogenic peptide substrate | inhibition, % at 5.96 µM | recombinant F. hepatica cathepsin L1, Z-Leu-Arg-MCA fluorescence | AID 1906, 2009 | 300,000 compounds, 0.49% hits;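 active = inhibition above the mean of all tested compounds plus 3 SD, set per screening campaign, cut at about 17% in these data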;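 note: 0% = plate median of test compound wells and 100% = 1 µM Z-Phe-Ala-diazomethylketone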
# PAFAH2 FP inh – PAFAH2 enzyme inhibitors, primary screen, biochemical, fluorescence polarization, human. recombinant PAFAH2, FP-rhodamine activity probe. inhibition, % at 3.39 µM. 340,000 compounds, 0.99% hits. AID 492956, 2010;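 active = inhibition above the mean over all tested compounds plus 3 SD, cut at about 30% in these data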;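 note: inhibitors block probe labeling of enzyme so polarization drops; 0% = enzyme with DMSO and 100% = wells lacking PAFAH2 protein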
# Starred values were filed as active, the others as inactive; · = not tested or not shown.
# The opening 5 compounds as a preview:
SMILES,proCasp7 act,procasp3 activ,AHR activator,PP5 inh,core dimer inh,TPT1 inhibitor,PP1 counter,Fh CTSL1 inh,PAFAH2 FP inh
CCOC(=O)N1CCN(C(=O)CN(C)S(=O)(=O)c2ccc(OCC)cc2)CC1,3.0,-2.1,-0.6,-0.7,-1.0,5.1,-0.5,0.5,-1.3
CCOP(=O)(OCC)C(Nc1cccc(C(F)(F)F)c1)c1ccc(C)cc1 (stereo unspecified),2.9,5.4,-0.6,3.9,0.1,-1.9,1.6,1.6,0.6
CCN1CCc2nc3ccccc3c(C(=O)Nc3ccc(C#N)cc3)c2C1,6.7,0.4,2.6,-1.2,3.5,-3.0,-5.2,0.9,-0.4
Cc1ccc(Nc2c3c(nc4ncnn24)CC(C)CC3)cc1 (stereo unspecified),-2.7,-0.4,1.5,0.7,1.2,1.5,0.7,5.3,-0.1
N#Cc1c(N2CCCCC2)nc(N2CCCCC2)c2c1CCN(Cc1ccccc1)C2,6.1,7.8,1.8,-0.2,17.9,2.6,-3.6,13.8,13.1

# The whole of this part (from the top)
SMILES,proCasp7 act,procasp3 activ,AHR activator,PP5 inh,core dimer inh,TPT1 inhibitor,PP1 counter,Fh CTSL1 inh,PAFAH2 FP inh
CCOC(=O)N1CCN(C(=O)CN(C)S(=O)(=O)c2ccc(OCC)cc2)CC1,3.0,-2.1,-0.6,-0.7,-1.0,5.1,-0.5,0.5,-1.3
CCOP(=O)(OCC)C(Nc1cccc(C(F)(F)F)c1)c1ccc(C)cc1 (stereo unspecified),2.9,5.4,-0.6,3.9,0.1,-1.9,1.6,1.6,0.6
CCN1CCc2nc3ccccc3c(C(=O)Nc3ccc(C#N)cc3)c2C1,6.7,0.4,2.6,-1.2,3.5,-3.0,-5.2,0.9,-0.4
Cc1ccc(Nc2c3c(nc4ncnn24)CC(C)CC3)cc1 (stereo unspecified),-2.7,-0.4,1.5,0.7,1.2,1.5,0.7,5.3,-0.1
N#Cc1c(N2CCCCC2)nc(N2CCCCC2)c2c1CCN(Cc1ccccc1)C2,6.1,7.8,1.8,-0.2,17.9,2.6,-3.6,13.8,13.1
Cn1nc(C(=O)NNC(=O)c2ccc(Cl)c(S(N)(=O)=O)c2)c2ccccc2c1=O,-1.1,4.4,0.9,4.6,·,·,-2.4,·,6.0
CCOC(=O)CN(C(=O)COc1nc(-c2ccccc2)cc(C)c1C#N)c1ccccc1,-0.8,-9.2,-0.4,-0.6,11.9,2.7,-1.3,1.0,3.5
CCN1CCN(c2ccc(S(=O)(=O)N3CCOCC3)cc2NC(=O)CCSC)CC1,8.8,-1.4,0.6,-1.9,·,·,0.7,·,4.9
CCOC(=O)C1=C(c2ccccc2)NC(=O)NC1c1cc(OC)c(OC)cc1OC (stereo unspecified),-6.4,1.1,0.7,-2.6,-8.5,-1.9,-0.5,2.7,0.5
CC(=O)N(CCS(=O)(=O)c1ccc(Cl)cc1)Cc1cccs1,-2.8,-2.8,-2.2,2.4,1.6,-2.2,-0.6,-0.9,3.8
c1ccc(CC(Nc2ccccn2)c2ccccc2)cc1 (stereo unspecified),3.2,2.4,1.2,2.6,4.5,0.0,-3.0,-1.9,-8.7
CSc1nnc(C(C)(C)C)c(=O)n1/N=C/c1ccccc1O,-0.3,-2.5,-1.7,1.1,-2.4,-1.8,-2.0,2.7,-1.4
CCOn1c(=O)c(=O)n(OC)c2ccccc21,1.7,0.2,3.0,3.2,5.0,0.2,-0.4,1.9,-1.7
CCN(C(=O)COC(=O)/C=C/c1cccc([N+](=O)[O-])c1)c1c(N)n(Cc2ccccc2)c(=O)[nH]c1=O,-4.2,2.2,1.2,1.6,·,·,-2.8,·,5.2
COc1ccc(C)cc1N(C(=O)c1ccccc1)c1nc2ccccc2s1,-7.3,6.9,9.7,1.9,5.4,0.2,0.1,-3.8,1.7
Cc1cc(C)c(SCCc2ccncc2)c(C)c1,5.4,7.7,7.1,-0.7,4.6,-0.9,0.7,3.6,7.2
COC(=O)c1ccc(NC(=O)CCn2c(=O)oc3ccccc32)cc1,-4.2,4.8,4.5,0.3,-0.9,0.3,-2.0,-0.5,-3.2
OC(COCc1cccs1)CN1CCCCCC1 (stereo unspecified),6.3,12.9,4.0,1.1,-2.1,-6.8,-3.1,1.4,-2.8
CN(c1ccccc1)S(=O)(=O)c1cccc(NC(=O)Cn2cnc3ccccc3c2=O)c1,9.2,2.8,-0.1,2.0,4.7,-5.9,3.6,13.1,-14.6
CCn1cnc2cc(NC(=O)c3cccs3)ccc21,6.5,-3.6,18.3,0.3,-1.1,0.6,-3.8,0.5,-3.8
Cc1ccc(N2CC(C(=O)NC3CC3)CC2=O)cc1Cl (stereo unspecified),11.5,10.4,-2.0,-0.3,-4.3,1.9,-0.4,-2.7,-0.3
COc1ccc(S(=O)(=O)N2CCC(C(=O)NCc3cccnc3)CC2)cc1OC,-5.0,-1.3,1.4,-2.2,-7.8,2.3,-3.5,-4.1,3.9
CC(C)c1ccc(/C=C2\C(=O)N(CCN3CCOCC3)C(=S)N2C)cc1,0.2,5.7,5.0,1.4,0.7,2.5,-0.4,-1.4,·
CCOc1ccc(NC(=O)CN(C)C(=O)c2cccnc2Sc2ccc(C)c(C)c2)cc1OCC,-2.7,1.9,0.0,2.1,0.4,-0.2,3.5,-6.4,-2.3
Cc1cccc2c(=O)c(-c3ccc(Cl)cc3)c(NC(=O)c3ccco3)oc12,10.7,3.4,6.6,-1.5,-2.1,0.2,-3.2,-0.6,-6.5
CCCNC(=O)c1ccc(N2CCC3(CC2)CC(c2cccc(Br)c2)=NO3)c([N+](=O)[O-])c1,2.5,11.9,0.3,3.2,2.3,0.8,8.0,-1.9,-15.5
CN1C(N)=NC(=O)/C1=C/c1ccccc1F,-8.5,0.9,1.8,1.4,-5.5,1.3,-2.6,5.5,1.7
CCN(CC(=O)NCC(=O)Nc1cccc(C)c1C)Cc1ccccc1,-5.5,-2.5,8.4,-2.0,7.0,-5.1,-1.8,0.4,1.3
COc1ccc(-c2cn3c(C)c(C(=O)N4CCN(c5ccccc5F)CC4)sc3n2)cc1,8.2,5.2,4.6,0.9,11.1,-2.6,1.0,0.9,-5.3
Cc1nc(NS(=O)(=O)c2ccccc2)sc1C(C)(C)C,7.0,0.0,0.3,-3.1,4.0,0.2,-0.2,1.7,1.1
COc1ccc(CC(=O)N(C)CC(=O)Nc2ccccc2Cl)cc1S(=O)(=O)N1CCOCC1,-3.4,1.2,5.2,2.2,·,·,-4.8,·,-1.0
O=S(=O)(c1ccc(F)cc1)c1nc(-c2ccccc2F)oc1N1CCCCC1,-7.8,3.0,-0.3,2.2,8.1,-0.8,8.6,1.1,-2.0
Oc1ccc(N2CCN(c3ccnc4cc(Cl)ccc34)CC2)cc1,-30.3,-7.1,2.2,3.0,-34.7,-0.2,4.8,-0.8,-11.3
ClC(Cl)(Cl)c1nc2ccccc2n2nncc12,-11.4,7.3,23.1,2.4,-14.9,-1.3,6.0,4.4,-2.7
COc1ccc(C(=O)CN2CCN(CCN3C(=O)c4cccc5cccc(c45)C3=O)CC2)cc1,2.1,0.6,28.8,-1.2,2.1,-8.0,-1.4,8.5,10.6
O=C(COC(=O)c1ccc(F)c(S(=O)(=O)N2CCOCC2)c1)Nc1ccc2[nH]c(=O)[nH]c2c1,6.3,6.0,0.1,2.5,·,·,-0.3,·,5.7
O=C(COC(=O)c1ccc(CNS(=O)(=O)c2ccc(F)c(Cl)c2)cc1)NC1CCCCCCC1,5.9,-1.0,0.2,4.7,13.6,3.9,4.0,-17.8,0.9
Cc1cc(C(=O)N/N=C\c2ccc(COc3ccc([N+](=O)[O-])cc3)o2)ccc1[N+](=O)[O-],-0.3,5.7,5.1,1.5,10.8,-2.9,3.6,1.8,-18.5
CC(C)(C)C(=O)Nc1ccc(C(=O)OC2CCCCC2)cc1,0.7,-2.3,1.5,1.7,2.7,-0.7,-0.5,2.2,0.6
COC(=O)C1=C[C@@H](C(=O)OC)[C@@H]2C3=C(C(=O)[C@@]2(C)NC(=O)c2ccccc2)[C@H](c2ccccc2)[C@@H]2C(=O)NC(=O)[C@@H]2[C@@H]3C1,-3.4,10.3,-0.6,0.8,4.9,-3.3,-2.6,-1.3,-0.9
NS(=O)(=O)c1ccc(N/N=C/c2ccccc2Br)cc1,-24.0,-6.6,19.9,1.9,-7.5,-0.4,-1.6,3.5,-4.1
COC(=O)C(NC(=O)CSc1nc(N)cc(=O)[nH]1)c1ccccc1 (stereo unspecified),-0.9,-2.4,1.1,-1.3,-2.0,-4.0,-3.0,1.2,6.9
C[C@H](NC(=O)C1(c2ccccc2)CCN(C(=O)OC(C)(C)C)CC1)C(=O)N[C@@H](C(=O)O)c1ccccc1,-5.8,0.3,-0.5,4.0,-2.3,-3.6,-3.1,-2.7,4.1
Cc1ccc2oc(-c3ccccc3)c(C(=O)O)c(=O)c2c1,-63.0,-41.0,-0.1,0.2,-1.4,3.7,-3.2,2.6,6.4

# 4 compounds out of the list above, ordered by the value under AHR activator, low to high.
canonical_smiles,AHR activator
CCOc1ccc(NC(=O)CN(C)C(=O)c2cccnc2Sc2ccc(C)c(C)c2)cc1OCC,0.0
Cn1nc(C(=O)NNC(=O)c2ccc(Cl)c(S(N)(=O)=O)c2)c2ccccc2c1=O,0.9
CC(C)(C)C(=O)Nc1ccc(C(=O)OC2CCCCC2)cc1,1.5
CCN1CCc2nc3ccccc3c(C(=O)Nc3ccc(C#N)cc3)c2C1,2.6

# Screening results: PubChem, The Scripps Research Institute Molecular Screening Center
